Source: PubChem (National Center for Advancing Translational Sciences (NCATS))
Nrf2 block: Nrf2 qHTS screen for inhibitors; A549 ARE-Fluc reporter, luciferase luminescence, 18-24 h; Potency, µM (doses to about 46 µM), for inactives: at the highest dose activity change, negative = inhibition, actives largely listed as inhibitors; 360,000 tested, 2.1% active; also: potency is read from the fitted curve at half-maximal effect; % is scaled to controls: 0 for no effect and ±100 for the full control effect; nearly all actives have a fitted effect of over 60% in size
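Quantitative HTS in A549 cells stably bearing an antioxidant response element-firefly luciferase construct. Inhibition of Nrf2-driven transcription was scored by luminescence after 18-24 h of compound exposure at 37 °C.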
A549 viability: Nrf2 qHTS screen for inhibitors: counterscreen for cytotoxicity; A549 ARE-Fluc cells, CellTiter-Fluor viability, 18-24 h; Potency, µM (highest dose often 46 µM), without a hit: at the highest dose activity change, negative = cytotoxicity, actives largely listed as inhibitors; 390,000 tested, 0.16% active; AID 504648, 2011; also: potency is read from the fitted curve at half-maximal effect; % is scaled to controls: 0 for no effect and ±100 for the full control effect
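A549 ARE-Fluc cells in 5% FBS OPTI-MEM, 5000 cells/well, rested 2 h then exposed to compounds in concentration-response for 18-24 h at 37 °C. Viability by CellTiter-Fluor fluorescence (Ex 405/Em 525) after 30 min; luciferase luminescence (BugLite, 15 min, RT) read afterwards.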
Nrf2 ARE act: qHTS of Nrf2 Activators. AREc32 ARE-luciferase reporter (MCF7-derived line), luminescence, 24 h. Potency, µM (series often up to 46.1 µM), for inactives: at the highest dose activation, most hits filed as activators. 410,000 tested, 0.31% active; also: potency is read from the fitted curve at half-maximal effect; % of control where 0% means no effect; nearly all actives have a fitted effect of over 65% in size
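Cells of the AREc32 ARE-luciferase line are plated in OPTI-MEM containing 5% FBS and left overnight at 37 deg C. Compounds are pinned in, incubation continues 24 hr, and firefly luciferase signal is then measured.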
S2 tox: Viability Counterscreen for Primary qHTS for Inhibitors of ATXN expression | S2 cells (HEK-293 line with an ATXN2-luciferase reporter) viability, CellTiter-Fluor protease fluorescence, 24 h | 400,000 tested, 0.49% active | Potency, µM (series often up to 56.7 µM), hits mostly cytotoxic; also: potency is read from the fitted curve at half-maximal effect; nearly all actives have a fitted effect of over 40% in size
MmCpn inh: Inhibitors of TCP-1 ring complex (TRiC) of Methanococcus maripaludis (MmCpn): qHTS; 330,000 tested, 0.031% active; purified Mm-Cpn ATPase, ADP Transcreener TR-FRET; AID 504842, 2011; Chaperonin Mm-Cpn (Methanococcus maripaludis); Potency, µM (series often up to 76.9 µM), inactives show at the top dose activity, negative = inhibition, most hits filed as inhibitors; also: potency is read from the fitted curve at half-maximal effect; % is scaled to controls: 0 for no effect and ±100 for the full control effect; nearly all actives have a fitted effect of over 80% in size
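ATP (10 uM final) was added to archaeal chaperonin (25 nM final) after 10 min exposure to test compound at 37°C; after 30 min further incubation, ADP was detected by competitive TR-FRET.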
TGFb SMAD3 inh: qHTS for Inhibitors of TGF-b | HepG2 CAGA-GFP TGF-b/SMAD3 reporter, GFP fluorescence, 18 h; TGF-beta stimulated, 500 pg/mL final | Potency, µM (titrated, usually from 46.1 µM), for the others: at the highest dose activity, negative = inhibition, actives largely listed as inhibitors | 410,000 tested, 1.2% active | AID 588855, 2011; also: potency is read from the fitted curve at half-maximal effect; % is scaled to controls: 0 for no effect and ±100 for the full control effect; nearly all actives have a fitted effect of over 65% in size
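HEPG2 CAGA-GFP reporter cells (1000/well, DMEM with 1% FBS) received compounds, then recombinant TGF-beta at 500 pg/mL final for 18 hours at 37 degrees C. Per-cell GFP summed per well was normalised to unstimulated and stimulated DMSO controls before curve fitting.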
HepG2 tox: qHTS for Inhibitors of TGF-b: Cytotox Counterscreen; HepG2 CAGA-GFP viability, ATP luminescence, 18 h; 410,000 tested, 0.76% active; Potency, µM (series often up to 46.1 µM), for the others: top-dose activity change, negative = cytotoxicity, most hits filed as cytotoxic; also: potency is read from the fitted curve at half-maximal effect; some results filed as inactive show a strong effect at the top dose
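HepG2 CAGA-GFP cells (1000/well, DMEM with 1% FBS) received compound, then TGF-beta at 500 pg/mL final, and were incubated 18 hours at 37 degrees C. Viability was read by CellTiter-Glo luminescence. Media-only wells were set as complete cell-killing and DMSO as no toxicity.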
CCT modulator: High-Throughput Screening for Modulators of Cytosolic Chaperonin Activity | 360,000 tested, 0.3% active | purified chaperonin ATPase assay, HTRF ADP detection, 30 min | activity change, % (no concentration beside the values), hits read low; in the data active = activity change below about -30%; also: % is scaled to controls: 0 for no effect and ±100 for the full control effect
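We incubate TRiC, 40 or 20 nM final, with library compounds at 76 uM and 10 uM ATP for 30 min at 37 °C. ADP formed is detected with Transcreener HTRF reagents after 30 min at room temperature.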
Akt phos inh: HTS Assay for Inhibitors of Akt Phophorylation: Primary Screen. Neuro2A IGF-stimulated pAkt S473 HTRF, 20 min; hits give low values. activity change, % for hits at 50 µM. 360,000 tested, 0.32% active; in the data active = activity change below about -80%; inconclusive = mostly about -51% to -80%; also: % is scaled to controls: 0 for no effect and ±100 for the full control effect
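Neuro2A cells in DMEM with 0.5% FBS, overnight at 37 deg C, given compound at single 50 µM final, then IGF (6 nM final) for 20 min at 37 deg C. Lysed; phospho-Akt Ser473 by HTRF after 24 h, 665/615 ratio.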
* hit, by the source's call; i = inactive; ? = inconclusive; · = no result given; [ ] = remark or other dose. Unless noted, calls follow the shape of the dose curve; as a rule, active = well fitted curve in the direction sought with a large enough effect; inconclusive = small, poorly fitted or top-dose-only effect, or another doubt; inactive = no such curve, though single readings can be large; an effect the other way counts as inactive or inconclusive.

1) O=C(NC(=S)Nc1ccc(S(=O)(=O)NC2CCCCC2)cc1)c1cccs1
2) Cc1ccc(S(=O)(=O)N2CCCCC2)cc1NC(=O)COC(=O)c1cccn1C
3) Cc1ccc2c(c1)[C@H]1[C@H](CO2)[C@H](c2ccccc2)[C@]2(C)C(=O)Nc3ccc(Br)cc3C(=O)N12
4) COc1ccc(-c2ocnc2C(=O)Nc2ccc(N3CCOCC3)cc2N2CCOCC2)cc1OC
5) C/C(Cn1nnc2ccccc21)=N\OC(=O)c1ccccc1C
6) COc1ccc(N(CC(=O)Nc2ccccc2C)S(=O)(=O)c2c(C)[nH]c(=O)[nH]c2=O)cc1
7) COc1ccc(-n2cc(-c3ccccc3)nc2SC)cc1
8) CC1(CC(=O)O)SC(=O)NC1=O (stereo not drawn)
Assay by compound | 1 | 2 | 3 | 4 | 5 | 6 | 7 | 8
Nrf2 block | -4.2% | ? | 7.5% | -8.0% | 13.5% | 2.1% | ? | -6.5%
A549 viability | -7.6% | 4.3% | -4.4% | -5.8% | -4.3% | 0.7% | 16.2% | 2.1%
Nrf2 ARE act | 3.4% | 0.7% | 0.0% | 0.6% | -0.7% | -0.1% | 2.9% | 0.1%
S2 tox | ? | i | i | i | i | i | i | i
MmCpn inh | 0.2% | 0.3% | -8.5% | -0.1% | 0.1% | 1.0% | 0.2% | -0.8%
TGFb SMAD3 inh | ? | -23.8% | 0.8% | 11.5% | ? | 1.0% | -5.5% | 5.9%
HepG2 tox | 1.2% | -19.4% | -8.3% | -11.4% | -6.4% | 0.1% | -32.2% | -2.0%
CCT modulator | -1.9 | 0.2 | -1.4 | 0.9 | -1.8 | -3.2 | 0.0 | 0.2
Akt phos inh | i | i | i | i | i | i | i | i

9) Cc1cc(C)cc(Oc2coc3cc(OC(=O)c4cccnc4)ccc3c2=O)c1
10) CS(=O)(=O)N(CC(=O)N1CCN(c2ccccc2F)CC1)c1cc(C(F)(F)F)ccc1Cl
11) O=C(/C=C/c1ccc(S(=O)(=O)N2CCOCC2)cc1)NC(CO)C(O)c1ccc([N+](=O)[O-])cc1 (stereo not drawn)
12) COc1ccc(N2CC3=C(C2=O)C(c2ccc(Br)cc2)NC(=O)N3C)cc1 (stereo not drawn)
13) CCCC(=O)N1CCN(C2=NS(=O)(=O)c3ccccc32)CC1
14) O=C(N/N=C/c1cc2c(cc1Br)OCO2)c1ccccn1
15) CCOC(=O)c1ccc(N2C(=O)c3n[nH]c(C)c3C2c2ccc(C(C)(C)C)cc2)cc1 (stereo not drawn)
16) Cc1ccc2c(c1)-c1cc(C)nn1C(c1sccc1C)N2 (stereo not drawn)
Assay by compound | 9 | 10 | 11 | 12 | 13 | 14 | 15 | 16
Nrf2 block | -3.9% | ? | -6.0% | ? | ? | ? | 4.7% | -25.9%
A549 viability | -2.0% | -13.8% | -7.2% | 0.5% | -4.7% | 0.1% | 6.0% | 2.2%
Nrf2 ARE act | -0.4% | -0.6% | 3.4% | -1.3% | 0.0% | 3.7% | -1.2% | 2.2%
S2 tox | ? | i | i | i | i | i | i | i
MmCpn inh | -2.3% | 1.2% | -4.3% | · | 1.6% | -0.3% | · | -9.3%
TGFb SMAD3 inh | -14.6% | -20.4% | 2.9% | -1.2% | ? | 1.0% | 9.8% | 21.0%
HepG2 tox | -22.3% | -10.1% | 0.1% | 2.5% | -18.3% | -14.4% | -9.9% | 0.7%
CCT modulator | -0.5 | -2.4 | -4.6 | · | 0.8 | -2.0 | · | -0.8
Akt phos inh | i | i | i | · | i | i | · | i

17) COCCNC(=S)N/N=C(\C)c1ccc(C)c([N+](=O)[O-])c1
18) Cc1ccc(Cl)cc1NC(=O)c1cc(NC(=O)C2CCCCC2C(=O)O)ccc1N1CCOCC1 (stereo not drawn)
19) COc1ccc(NS(=O)(=O)c2cccc(N/C(=N\S(=O)(=O)c3ccccc3)c3ccc(F)cc3)c2)cc1
20) Clc1ccc2oc(-c3ccccc3)cc(=NCCCN3CCOCC3)c2c1
21) Cc1cccc(-c2nnc(SCc3ccc(C#N)cc3)n2Cc2ccco2)c1
22) COc1ccc(C2=NN(C(=O)CSc3nc(=O)n4cc(C)ccc4n3)C(c3ccc(C)cc3)C2)cc1 (stereo not drawn)
23) COc1ccccc1CNC(=O)c1ccc(Cl)c(NC2=NC3CS(=O)(=O)CC3S2)c1 (stereo not drawn)
24) CCC(=O)c1cn(CC(=O)Nc2ccccc2F)c2ccccc12
Assay by compound | 17 | 18 | 19 | 20 | 21 | 22 | 23 | 24
Nrf2 block | 4.1% | -22.4% | ? | 24.5% | ? | ? | 13.8% | -7.7%
A549 viability | 13.1% | ? | 5.6% | 7.7% | -15.9% | -12.3% | 8.8% | 3.0%
Nrf2 ARE act | -0.4% | 0.1% | 3.2% | 12.6µM* | -0.2% | 0.1% | -0.9% | -0.7%
S2 tox | i | i | ? | · | i | i | i | i
MmCpn inh | -1.1% | 0.8% | 1.7% | -5.5% | 0.0% | 0.3% | 1.0% | -1.3%
TGFb SMAD3 inh | -3.9% | 0.0% | ? | ? | -16.1% | 17.6% | -1.2% | -4.8%
HepG2 tox | 14.6% | 3.5% | -24.7% | -40.4% | -19.5% | 10.1% | -1.2% | -1.9%
CCT modulator | -0.1 | 0.9 | -3.2 | -4.2 | 0.0 | -2.0 | 1.4 | -5.1
Akt phos inh | i | i | i | i | i | i | i | i

25) COC(=O)c1cc(NC(=S)NC(=O)c2ccccc2)ccc1N1CCOCC1
26) CCc1sc(C(=O)Nc2nc(-c3ccccn3)cs2)cc1C
27) CC(C)(C)c1ccc(C(=O)N(Cc2ccc(F)cc2)Cc2ccco2)cc1
28) Cc1ccc(Cl)cc1NC(=O)NCc1cccn1Cc1ccc(F)cc1
29) CN1CCN(C(=O)c2c(NC(=O)c3ccco3)sc3c2CCC(C(C)(C)C)C3)CC1 (stereo not drawn)
30) N#Cc1cc2c(nc1Cl)CCCC2
31) Cc1cc(S(=O)(=O)NC2CCCCC2)ccc1OCC(=O)N1CCOCC1
32) CN(Cc1ccccc1)S(=O)(=O)c1ccc(OCC(=O)N2CCOCC2)cc1
Assay by compound | 25 | 26 | 27 | 28 | 29 | 30 | 31 | 32
Nrf2 block | -12.0% | ? | ? | -16.3% | -12.3% | 11.4% | 8.4% | 3.2%
A549 viability | -5.8% | -12.4% | -11.0% | 0.4% | -9.1% | 0.5% | -14.1%[1.84 µM] | 2.1%
Nrf2 ARE act | -0.2% | 5.9% | 0.0% | -0.5% | 0.1% | 0.3% | -0.9% | -0.3%
S2 tox | i | i | · | i | i | i | i | i
MmCpn inh | -1.0% | -7.4% | · | · | 0.4% | 0.4% | -0.6% | 0.7%
TGFb SMAD3 inh | -9.4% | -15.5% | -41.8% | 4.9% | 2.2% | 0.3% | 1.3% | -19.7%
HepG2 tox | -25.2% | -2.2% | -67.0% | -11.5% | -28.5% | -3.7% | 8.7% | -3.9%
CCT modulator | -2.5 | -0.4 | · | · | -0.8 | 0.8 | -67.4* | 1.0
Akt phos inh | i | i | · | · | i | i | i | i

Some values from the results shown:
CCC(=O)c1cn(CC(=O)Nc2ccccc2F)c2ccccc12 in TGFb SMAD3 inh has -4.8%
CC1(CC(=O)O)SC(=O)NC1=O (stereo not drawn) in TGFb SMAD3 inh has 5.9%

Next part
33) COc1cccc(CN2CCN(CCCc3ccccc3)C(CCO)C2)c1OC (stereo not drawn)
34) COC(=O)C1=C(C)NC(=O)CC1c1cccc(Cl)c1Cl (stereo not drawn)
35) O=C(Nc1cccc([N+](=O)[O-])c1)c1ccc2c(c1)OCO2
36) COc1ccc(S(=O)(=O)NC2CCCC2)c(Cl)c1Cl
37) O=C(Nc1nc2ccc(F)cc2s1)C1=COCCO1
38) CCCCC12CN3CC(C)(CN(C1)C3c1c(C)[nH]c(=O)[nH]c1=O)C2=O (stereo not drawn)
39) CC(NC(=O)[C@H](Cc1c[nH]c2ccccc12)NC(=O)[C@@H]1Cc2ccccc2CN1)c1ccccc1 (stereo partly drawn)
40) CC12CN3CC(=O)N4CC5(C)CN(CC(C)(C4)C5=O)C(=O)CN(C1)CC(C)(C3)C2=O
41) O=C(CS(=O)(=O)c1ccc(Cl)cc1)NCCS(=O)(=O)c1ccc(Cl)cc1
42) O=C(NCCOc1ccc(F)cc1)C1CCC(=O)N(CC2CCCCC2)C1 (stereo not drawn)
Assay by compound | 33 | 34 | 35 | 36 | 37 | 38 | 39 | 40 | 41 | 42
Nrf2 block | 1.4% | -2.1% | 12.7% | 2.9% | ? | -5.1% | 2.1% | · | -4.0% | 10.2%
A549 viability | -12.3% | -7.6% | -6.6% | -2.5% | 0.5% | 0.4% | -13.9% | -0.3% | -5.6% | 0.0%
Nrf2 ARE act | -0.6% | 0.4% | 3.7% | -0.7% | -1.4% | 0.3% | 0.5% | 0.2% | -0.5% | -0.2%
S2 tox | i | i | i | i | i | i | i | i | i | i
MmCpn inh | 1.1% | -0.5% | 1.2% | -4.3% | -1.5% | · | -0.7% | -2.0% | -0.1% | 0.9%
TGFb SMAD3 inh | -23.1% | ? | -1.6% | 2.2% | 0.0% | -4.8% | -1.0% | 2.0% | 11.9% | -12.9%
HepG2 tox | -17.7% | -38.7% | -3.3% | -4.6% | -51.7% | -4.2% | -4.8% | -2.1% | 3.0% | -2.8%
CCT modulator | -0.3 | -30.5* | -2.1 | -1.9 | -3.5 | · | -0.7 | -3.2 | 6.9 | -2.5
Akt phos inh | i | i | i | i | i | · | i | i | i | ·
